Compound activity from PubChem.
ABCG2 inh: ABCG2 efflux pump inhibitors, primary screen, multiplex with ABCB1, IgMXP3 cells, flow cytometry; Broad substrate specificity ATP-binding cassette transporter ABCG2 (Homo sapiens), Q9UNQ0; JC-1 efflux; inhibition, % at 6.6 µM; 0.1% of 190,000 active; AID 1325, 2008;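 active means inhibition above 80%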;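 further: 0% = DMSO and 100% = nicardipine control wells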
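Incubation: cells with compound and JC-1, 10 min at 25 °C, rotating, no wash / Test system: IgMXP3 (ABCG2) plus far-red-tagged CCRF-Adr (ABCB1) cells / Compound dosing: one concentration, 6.6 µM final / Also added: JC-1 fluorescent substrate / Evaluation: efflux inhibition in percent versus controls / Detection: flow cytometry, 530 nm JC-1 signal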
Rab7 wt GTP bind: modulators of GTP binding to Rab7, primary screen, biochemical, wildtype, multiplex bead flow cytometry; GST-Rab7 beads, fluorescent GTP binding; actives lie on both sides; untreated = 100%, excess cold GTP = 0%; GTP binding activity (percent of control), % at 10 µM; 0.055% of 190,000 active;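 active means fluorescent GTP binding to Rab7 beads changed by at least 20 points from the 100% baseline, either direction, mostly lower; inconclusive means compound itself probably fluorescent, or too few beads counted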;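 further: median green fluorescence of bound Bodipy-FL-GTP per Rab7 bead population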
Mcl1 Noxa PPI: Mcl-1/Noxa binding inhibitors, primary screen, biochemical, TR-FRET, 1536-well; TR-FRET Mcl-1/Noxa peptide binding, 2 h; inhibition, % at 21.7 µM; 1.5% of 220,000 active;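 active means compounds that cut the protein-peptide binding signal by more than 50% relative to plate controls in a single-dose test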;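 further: His-tagged Mcl-1 with rhodamine Noxa BH3 peptide and terbium anti-His antibody; 0% = Mcl-1 plus Noxa peptide wells and 100% = peptide-only wells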
Target sequence (Q07820 whole entry, looked up): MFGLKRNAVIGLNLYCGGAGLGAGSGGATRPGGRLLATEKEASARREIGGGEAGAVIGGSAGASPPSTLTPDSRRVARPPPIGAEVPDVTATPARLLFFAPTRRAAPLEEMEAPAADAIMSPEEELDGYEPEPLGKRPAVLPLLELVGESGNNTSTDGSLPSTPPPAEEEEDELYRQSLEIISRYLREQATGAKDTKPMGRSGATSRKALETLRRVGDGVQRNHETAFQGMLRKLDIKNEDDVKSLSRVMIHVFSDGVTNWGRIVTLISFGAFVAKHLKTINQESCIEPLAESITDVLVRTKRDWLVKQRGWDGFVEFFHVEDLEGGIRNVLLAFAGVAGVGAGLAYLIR
Avidin fluor: green autofluorescence of compounds with avidin beads – biophysical, 488/530 nm, flow cytometry, artefact control, profiling panel | AID 1775, 2009 | fluorescence (KMESF) at 10 µM | 0.38% of 220,000 active | compound fluorescence 488/530 nm; active compounds read high; in the data active means fluorescence above about 47; further: inactives centre near 10
Rab2 wt GTP: modulators of GTP binding to Rab2A wildtype, primary screen, biochemical, dog, bead-based flow cytometry, multiplex | GST-Rab2 wt beads, Bodipy-GTP binding | GTP binding activity, % at 10 µM | 0.19% of 190,000 active | AID 760, 2007;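 active means GTP binding activity at least 20 points away from 100%, either lowered or raised; inconclusive means signal likely due to the compound's own green fluorescence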;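 further: 0% = beads with excess unlabeled GTP and 100% = no-compound control corrected for plate trend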
Cdc42 wt: modulators of GTP binding to wildtype Cdc42, primary screen, biochemical, multiplex bead flow cytometry, Bodipy-GTP; Cell division control protein 42 homolog (Homo sapiens), P60953; GST-Cdc42 beads; actives lie on both sides; percent activity (GTP binding), % at 10 µM; 0.2% of 190,000 active;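 active means percent activity GTP binding at least 20 points away from the 100% baseline, either down as inhibitor or up as activator; inconclusive means compound flagged as likely green fluorescent from well-wide comparison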;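 further: median bead fluorescence of bound Bodipy-FL-GTP at 100 nM; 0% = excess unlabeled GTP control and 100% = no compound control; below 100% means less GTP binding so inhibitor and above means activator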
Target sequence (P60953 whole entry, looked up): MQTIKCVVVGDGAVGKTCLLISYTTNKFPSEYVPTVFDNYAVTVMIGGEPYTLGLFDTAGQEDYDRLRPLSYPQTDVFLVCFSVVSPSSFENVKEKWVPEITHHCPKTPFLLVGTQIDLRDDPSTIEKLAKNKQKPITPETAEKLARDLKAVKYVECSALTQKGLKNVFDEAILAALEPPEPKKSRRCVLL
Rac1 wt GTP bind: wildtype Rac1 GTP binding modulators, primary screen, biochemical, GST-Rac1 beads, flow cytometry, multiplex; 0.27% of 190,000 active; GTP binding activity (% of control), % at 10 µM; AID 757, 2007; fluorescent GTP binding; actives lie on both sides; 0 = cold GTP competed, 100 = untreated; Ras-related C3 botulinum toxin substrate 1 (Homo sapiens), P63000;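 active means GTP binding activity at least 20 points away from the 100% control level, either lower or higher; inconclusive means compound flagged as likely green fluorescent, judged across all proteins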
Pf gametocyte: late stage P. falciparum gametocyte viability inhibitors, primary screen, ATP luminescence, HTS | P. falciparum stage V gametocytes, 24 h | inhibition, % at 10.9 µM | 0.065% of 150,000 active | AID 743093, 2013;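 active means inhibition above the mean plus 3 SD of compounds within the control limits, set per campaign, cut at about 38% in these data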;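 further: 0% = DMSO wells and 100% = medium only without gametocytes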
Rac1 mut GTP: GTP binding modulators of activated mutant Rac1, primary screen, biochemical, bead-based flow cytometry, multiplex, fluorescent GTP; Ras-related C3 botulinum toxin substrate 1 (Homo sapiens), P63000; GST-Rac1 activated beads; actives lie on both sides; 100% means binding = to untreated wells; percent activity (GTP binding), % at 10 µM; 0.11% of 190,000 active; AID 764, 2007;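 active means GTP binding at least 20 percentage points away from the 100% baseline, in either direction, so actives lie on both sides; inconclusive means Compound likely fluorescent itself, or too few beads counted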
ABCB1 block: ABCB1 efflux pump inhibitors, primary screen, cell-based, multiplex, flow cytometry, ABCG2 counter-screen. inhibition, % at 6.6 µM. AID 1326, 2008. CCRF-Adr cells, JC-1 efflux. 0.067% of 190,000 active; in the data active means inhibition above about 40%;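 further: 0% = vehicle and 100% = reference inhibitor; higher value means more JC-1 retained so stronger ABCB1 efflux block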
HRas wt GTP bind: modulators of GTP binding to HRas wildtype, primary screen, biochemical, bead-based flow cytometry, multiplex; GTP binding activity, % at 10 µM; 0.14% of 190,000 active; GST-Ras wt beads, Bodipy-FL-GTP binding; actives lie on both sides; GTPase HRas (Homo sapiens), P01112;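 active means GTP binding activity at least 20% away from the 100% baseline, either lowered as inhibitor or raised as activator; inconclusive means flagged as likely green fluorescent, judged across all proteins in the well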;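 further: 0% = unlabeled GTP competition control and 100% = no-compound control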
Target sequence (P01112 whole entry, looked up): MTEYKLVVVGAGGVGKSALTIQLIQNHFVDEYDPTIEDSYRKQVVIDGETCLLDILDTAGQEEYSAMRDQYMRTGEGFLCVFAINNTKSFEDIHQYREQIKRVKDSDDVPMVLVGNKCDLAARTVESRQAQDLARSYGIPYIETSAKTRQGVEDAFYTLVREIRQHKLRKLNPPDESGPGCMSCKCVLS
An asterisk follows results filed as active; ? = inconclusive; nt = not tested or not shown.

SMILES	ABCG2 inh	Rab7 wt GTP bind	Mcl1 Noxa PPI	Avidin fluor	Rab2 wt GTP	Cdc42 wt	Rac1 wt GTP bind	Pf gametocyte	Rac1 mut GTP	ABCB1 block	HRas wt GTP bind
CCOC(=O)N1CCN(C(=S)Nc2cc(OC)c(OC)cc2C(=O)OC)CC1	5	97	15	12	97	99	97	1	94	1.0	99
CC12CC(c3ccccc3O1)C(C(=O)NCc1ccccc1)C(=O)N2 (centres undefined)	7	95	-6	8	102	105	105	nt	101	1.6	102
Cc1ccccc1OCc1nnc(SCc2cc(=O)[nH]c3ccccc23)o1	-1	99	-4	16	101	102	102	-28	101	-0.5	102
Nc1ncnc(Nc2ccccc2C(F)(F)F)n1	5	100	1	8	102	102	105	11	101	0.1	100
COc1ccc2cc(CN(CC3CCCO3)C(=O)Nc3ccccc3OC)c(=O)[nH]c2c1 (centres undefined)	4	96	6	10	98	100	101	-26	97	0.7	99
COc1ccc(-c2noc(CCC(=O)NCC3CCN(Cc4cccc(C)c4)CC3)n2)cc1	2	?	4	9	?	?	?	-8	?	0.6	?
Cc1ccc(/C=c2\sc3nc(-c4cccs4)nn3c2=O)o1	4	99	48	10	101	101	105	-15	96	0.3	99
O=C(c1cnn2c(C(F)(F)F)cc(-c3ccc(Br)cc3)nc12)N1CCOCC1	9	90	-5	20	96	95	95	12	98	1.7	94
O=c1cc(Cl)[nH]c(=O)n1CCNc1ncc(C(F)(F)F)cc1Cl	4	99	8	9	102	101	102	9	98	0.1	102
CCOC(=O)c1c(NC(=O)CN2CCC(C)CC2)sc(C)c1C	6	98	6	12	98	92	91	22	95	0.5	97
COCCCNC(=O)Cn1cc(C(=O)C2CC2)c2ccccc21	2	?	nt	10	?	?	?	nt	?	0.1	?
COc1cc(N/N=C/c2ccccc2O)ncn1	4	94	-10	1	94	94	99	-24	98	0.0	93
Cc1ccc(NC(NC(=O)c2cccs2)C(Cl)(Cl)Cl)cc1C (centres undefined)	2	92	-3	13	94	95	95	6	94	0.3	95
CCCC(=O)Nc1ccc(C)c(O)c1	4	97	-5	9	99	101	100	3	97	2.1	99
CC(=O)c1ccc(OCC(O)CN(C)Cc2cccs2)cc1 (centres undefined)	1	107	10	38	107	108	106	nt	104	0.4	107
CC(=O)Nc1cccc(Nc2nc(-c3ccccc3F)nc3ccccc23)c1	5	106	18	12	101	101	101	-2	101	0.5	101
CCN(CC)C(=O)CSCc1cnn(-c2ccccc2)c1-n1cccc1	1	96	-4	2	97	98	101	8	98	1.0	96
O=C(NCc1ccco1)C1CCN(c2ccc(S(=O)(=O)N3CCOCC3)cc2[N+](=O)[O-])CC1	4	99	-9	9	97	101	97	nt	95	0.4	98
N#CCC(=O)Nc1ccc(C(=O)OCC(=O)c2ccc3c(c2)OCCO3)cc1	-1	93	13	10	95	91	93	17	91	-0.4	92
Cc1cc(=O)n2[nH]c(C)c(-c3ccccc3)c2n1	52	96	9	6	102	100	100	-6	98	-1.0	97
Cn1cccc1C(=O)OCC(=O)NC(=O)NC1CCCCC1	7	103	7	8	97	93	94	9	93	0.7	95
Cc1ccc(-c2nc3cnccn3c2Nc2c(C)cccc2C)o1	2	102	14	5	103	102	108	nt	99	0.5	105
O=C(C1CCN(S(=O)(=O)c2cccc3cccnc23)CC1)N1CCn2c1nc1ccccc12	3	100	3	5	96	96	102	nt	100	1.0	98
Cc1cc(-c2ccc(Cl)s2)n[nH]1	6	100	20	14	101	99	104	16	102	0.5	101
CCc1nc(NC(C)C)c2oc3ccccc3c2n1	1	97	11	22	97	100	99	nt	97	0.4	100

Five structures already listed, ordered by SMILES length, lowest first:
SMILES	ABCG2 inh	Rab7 wt GTP bind	Mcl1 Noxa PPI	Avidin fluor	Rab2 wt GTP	Cdc42 wt	Rac1 wt GTP bind	Pf gametocyte	Rac1 mut GTP	ABCB1 block	HRas wt GTP bind
COc1cc(N/N=C/c2ccccc2O)ncn1	4	94	-10	1	94	94	99	-24	98	0.0	93
Cc1ccc(-c2nc3cnccn3c2Nc2c(C)cccc2C)o1	2	102	14	5	103	102	108	nt	99	0.5	105
CC(=O)Nc1cccc(Nc2nc(-c3ccccc3F)nc3ccccc23)c1	5	106	18	12	101	101	101	-2	101	0.5	101
CCOC(=O)N1CCN(C(=S)Nc2cc(OC)c(OC)cc2C(=O)OC)CC1	5	97	15	12	97	99	97	1	94	1.0	99
N#CCC(=O)Nc1ccc(C(=O)OCC(=O)c2ccc3c(c2)OCCO3)cc1	-1	93	13	10	95	91	93	17	91	-0.4	92

Additional compounds follow:
SMILES	ABCG2 inh	Rab7 wt GTP bind	Mcl1 Noxa PPI	Avidin fluor	Rab2 wt GTP	Cdc42 wt	Rac1 wt GTP bind	Pf gametocyte	Rac1 mut GTP	ABCB1 block	HRas wt GTP bind
CN(Cc1nc2c(s1)CCCC2)C(=O)CCc1nnc(-c2ccccc2)o1	0	105	-5	6	99	96	99	-17	94	1.6	98
COc1cc(C(=O)O/N=C2\CCCc3c2ccc(OC)c3[N+](=O)[O-])cc(OC)c1OC	2	103	-1	7	103	105	100	-17	100	1.2	104
CCCCCCn1c(CN2CCN(C)CC2)nc2c1c(=O)n(C)c(=O)n2C	5	97	14	25	101	102	105	nt	100	1.9	101
C=CCN(C)CC/C=C1\c2ccccc2CSc2ccccc21	-1	101	17	23	101	100	102	nt	99	0.6	103
CC1(C)CC(=O)C(C=Nc2ccccc2C(=O)O)=C(O)C1	nt	106	18	3	104	102	105	16	100	nt	102
CCc1ccc(-c2cc(C(F)(F)F)n3nc(C(=O)Nc4c(C)nn(Cc5ccccc5Cl)c4C)cc3n2)s1	6	93	-2	9	94	100	99	-10	97	4.0	97
Cc1cc(C)c(C)c(S(=O)(=O)N2CCN(CC(=O)NC(=O)NCc3ccccc3)CC2)c1C	1	102	-7	39	101	102	104	6	100	0.7	101
CCC(=O)c1ccc(N2CCN(C(=O)c3ccccc3Br)CC2)c(F)c1	10	108	-8	11	107	106	99	7	98	0.5	103
COc1ccc(C2C(C(=O)NCc3ccco3)c3ccccc3C(=O)N2C)cc1 (centres undefined)	-1	106	-7	11	98	96	98	-3	96	-0.1	96
N#Cc1ccc2c(c1)NC(=O)C1CCCN21 (centres undefined)	1	94	18	12	97	101	101	nt	95	0.0	94
O=C(N/N=C1\CC(c2ccccc2)Oc2ccccc21)c1ccccn1 (centres undefined)	6	95	-3	9	100	99	100	-9	96	0.5	99
c1ccc(C(c2c[nH]c3ccccc23)c2c[nH]c3ccccc23)nc1	1	87	1	7	86	89	88	10	89	0.2	90
COc1cccc(NC(=O)C2C3C=CC4(O3)C2C(=O)N(C(C)C)C4C(=O)NC2CCCCC2C)c1 (centres undefined)	16	97	8	40	101	105	108	nt	100	0.9	99
CN(CCOCCOc1ccc2ccccc2c1)Cc1ccccc1	-12	96	1	8	98	100	101	23	100	-3.4	96
CCn1nc(C)c(/C=N/NC(=O)Cn2nccc2C)c1C	0	99	14	12	102	100	103	nt	103	0.3	102
COc1cc(C)c(Cl)cc1S(=O)(=O)NCCN1CCOCC1	2	96	2	7	98	103	105	7	101	0.6	101
Brc1ccc(-n2cccc2/C=N/n2cnnc2)cc1	4	104	12	10	104	104	111	0	102	0.3	104
COc1ccc(CN(C)CC(=O)Nc2ccccc2C(F)(F)F)cc1	19	93	5	10	95	95	96	13	94	1.0	96
CC(C)[C@H](NC(=O)c1ccccc1Cl)C(=O)OCc1cc([N+](=O)[O-])cc2c1OCOC2	52	100	6	13	102	100	104	nt	103	13	103
Cc1nc2nc(SCC(=O)NCc3ccco3)nn2c(C)c1Cc1ccccc1	4	105	16	15	103	103	101	nt	96	1.5	102
O=C(Nc1ccccc1F)c1ccc(COc2ccc(Cl)cc2Cl)o1	5	91	34	7	95	98	96	-28	97	0.2	96
O=C(CNS(=O)(=O)c1ccc(F)c(Cl)c1)N1CCCCCC1	1	98	13	3	100	96	100	13	93	0.5	100
COc1ccc(CCNC(=O)CC(c2ccccc2)c2cccc(C)c2O)cc1OC (centres undefined)	33	95	13	10	96	95	102	-9	94	2.6	95
Cc1cccc(NC(=S)N(CCCN2CCOCC2)C(C)c2cc3ccccc3o2)c1 (centres undefined)	12	104	3	6	101	103	100	-10	95	1.8	99
O=C1CC(c2ccncc2)c2cc3c(cc2N1)OCO3 (centres undefined)	2	96	9	13	96	99	98	-8	98	0.6	97
Cn1nnnc1SCSc1nnnn1C	1	101	19	35	101	102	103	nt	100	0.4	102
Cc1ccc(NC(=O)C2(c3cccs3)CCOCC2)cc1C	2	101	-1	11	102	102	103	3	102	0.3	102
